All columns: NCI-60 one-dose screen, growth in % after 48 h at 10 µM unless noted; 100 = growth as untreated, 0 = no growth, -100 = all killed.
HL-60(TB) – HL-60(TB) leukemia cells; hit rate 9% among 78,000; AID 1794776; active = growth percent below 10
Starred values were filed as active, the others as inactive; & = joins results of further samples. These rows are one share of the data; the hit share may differ from the screen's.

SMILES | HL-60(TB)
CN(O)S(=O)(=O)NCCOc1ccc(C(C)(C)C)cc1 | 85
CC1=C(C)CC2(C(=O)NC(=S)NC2=O)C(C)C1 (configuration not stated) | 105
Cc1c(C(=O)OCCO)cc(-c2ccc(Cl)cc2)n1-c1ccccc1 | 65
COc1ccc(C2OC[C@@]3(C)C4CC[C@]5(C)C(CC=C6C7CC(C)(C)CC[C@]7(C(=O)O)CC[C@]65C)[C@@]4(C)C[C@@H](O)[C@@H]3O2)cc1 (some centres not stated) | 47
Cc1cc(N2CCN(C(C(=O)O)c3ccc(F)cc3)CC2)n(-c2ccccc2)n1 (configuration not stated) | 103
Cc1onc2c(-c3ccccc3)n[nH]c(=O)c12 | 90
NCc1ccc(-c2nnc3n2N=C(c2ccccc2)CS3)cc1 | 101
Nc1ccccc1Nc1c([N+](=O)[O-])cc(C(F)(F)F)cc1[N+](=O)[O-] | 81
CCOc1c(C#N)c(Nc2ccc(S(N)(=O)=O)cc2)c(C#N)c2nc(=S)ncn12 | 106
CCN(CC)CC(=O)Nc1cc(Cl)ccc1C | 89
C=C(C)CNC(=O)c1ccc(OC)c(OC)c1 | 88
O=C(N/N=C/c1ccc(Cl)s1)c1[nH]c2ccc(Br)cc2c1-c1ccccc1 | -44*
COc1ccc(C2C=C(c3ccc(N)cc3)N=C3SC=CN32)cc1 (configuration not stated) | 51
Cc1cc([N+](=O)[O-])c2ccccc2c1NS(=O)(=O)c1ccccc1 | 97
COc1cc2c(cc1OC)C(c1cccc(Cl)c1)=NN=C(C)C2 | 93

Looked up above:
COc1cc2c(cc1OC)C(c1cccc(Cl)c1)=NN=C(C)C2 @ HL-60(TB): 93
COc1ccc(C2C=C(c3ccc(N)cc3)N=C3SC=CN32)cc1 (configuration not stated) @ HL-60(TB): 51

More structures follow:
SMILES | HL-60(TB)
CCCCCCOc1nc2c(c(=O)n(C)c(=O)n2C)n1C | 104
C/C=C\Cc1ccc(OCCOC(=O)NC)cc1 | 108
c1ccc2c(c1)ccc1nnnn12 | 80
COc1cc(/C=C/C(=O)C2=C(C#N)C(=C(C#N)C#N)NC2(O)/C=C/c2ccc(O)c(OC)c2)ccc1O (configuration not stated) | 88
CC1(C)NC2=C(C(Nc3cccnc3)N1)C(c1ccc(F)cc1)C(C(=O)c1ccc(N=[N+]=[N-])cc1)O2 (configuration not stated) | 115
CCC1(c2ccccc2)C(=O)NC(=S)NC1=O | 80
COc1ccc(Cn2cc(CSc3nc4ccccc4o3)nn2)cc1 | 108
CC(CCc1ccc(Cl)c(Cl)c1)NCc1ccc(C(C)(C)C)cc1 (configuration not stated) | 46
COc1ccc(COc2ccc(/C=C3\C(=O)Nc4ccccc43)cc2OC)cc1 | 115
O=c1[nH]c2ccc(Cl)cc2cc1CSc1ccc(Nc2nccc(-c3ccc4c(c3)OCO4)n2)cc1 | 91
Cc1nn(-c2ccccc2)c2c1N=c1s/c(=C\c3ccc(Cl)cc3)c(=O)n1CN2 | 79
COc1cc2nc(-c3ccc(Cl)cc3)cc(OCCCNCC3CCCO3)c2cc1OC (configuration not stated) | 32
CCCCNC(=O)CSc1nc2ccccc2c(=O)n1-c1ccc(S(=O)(=O)Nc2ccc(Cl)nn2)cc1 | 124
CC1(C)CCCC2=C1CC1C(=O)OC(=O)C1C2 (configuration not stated) | 79
CSc1nc(COC(=O)NC(C)C)c(COC(=O)NC(C)C)n1Cc1ccccc1 | 100
Cc1nc2[nH]c(=S)[nH]c2c(=O)[nH]1 | 95
CCCCCCCCCCC(=O)CCCCCCCCCC | 95
CC(=O)O[C@@H]1[C@@H]2[C@H]([C@H](OC(C)=O)[C@H](OC(C)=O)/C(C)=C/C34OC3(CC(C)C4OC(=O)Cc3ccccc3)C(=O)[C@@H]1C)C2(C)C (some centres not stated) | 92
Cc1nn(-c2ccccc2)c2ncnc(NCCc3ccccc3)c12 | 78
COc1ccc(Nc2ncnc3onc(-c4ccccc4)c23)cc1OC | 100
COc1ccc([C@@H]2c3[nH]c4ccccc4c3C[C@H]3C(=O)N(C4CCN(CC5CCCCC5)CC4)CC(=O)N23)c(OC)c1 | 48
CCOC(=O)Nc1ccc(C(=O)OCCN(CC)CC)cc1 | 94
COc1ccc(-c2nc(N)nc(-c3nc(N)nc(-c4ccc(OC)cc4)c3-c3ccc(OC)cc3)c2-c2ccc(OC)cc2)cc1 | 73
Cc1c(N2CCN(C)[C@@H](C)C2)ccc2c3c(c(=O)oc12)CN(C(=O)c1ccc(NS(C)(=O)=O)c(OC(F)(F)F)c1)CC3 | 54
CCOC(=O)c1sc(NCC(=O)Nc2ccccc2)c(C(=O)OCC)c1C | 88
CCN(CC)c1ncnc2c1ncn2Cc1nnc2c3ccccc3c(Cl)nn12 | 100
CC1=CC2=NC(=O)C(c3ccccc3)C(=O)N2C=C1 (configuration not stated) | 94&109
C=C(CNCCc1ccc(O)cc1)[C@@H]1CC[C@]2(CO)CC[C@]3(C)[C@H](CC[C@@H]4[C@@]5(C)CCC(NCCc6ccc(O)cc6)C(C)(C)[C@@H]5CC[C@]43C)[C@@H]12 (some centres not stated) | -65*
CC1CC=C(C(=O)O)CC1 (configuration not stated) | 100
N#C/C(=C\c1ccc(N2CCCCC2)cc1)C(=O)Nc1sc2c(c1C#N)CCCC2 | 87
CC1(C)C(C(=O)O)N2C(=O)C[C@H]2S1(=O)=O (some centres not stated) | 107
CC1(C)OCC2OC3(C(=O)O)OC(C)(C)OC3C2O1 (configuration not stated) | 98
CCCCCC(=O)OCC(COC(=O)CCCCC)OC(=O)CCCCC | 101
O=C1CCCN1C1CCN(Cc2cc3ccccc3[nH]c2=O)c2ccc(Cl)cc21 (configuration not stated) | 87
COc1ccc(C(=O)C2CC2c2ccc(Cl)cc2)cc1 (configuration not stated) | 14
O=C(CCN1C(=O)/C(=C/c2ccc(O)cc2)SC1=S)Nc1ccc(Cl)cc1 | 66
C=CC(O)CN1CC1 (configuration not stated) | 87
COC(=O)Nc1nc2ccc(C(=O)c3ccc(N(C)C4COC4)cc3)cc2[nH]1 | -29*
COc1cc(-c2[nH]nc3c2C(c2cn[nH]c2-c2ccc(F)cc2)C(C#N)=C(N)O3)cc(OC)c1OC (configuration not stated) | 105
COc1ccc(-c2nc3ccc(Cl)cc3c3c2c(=O)n(C)c(=O)n3C)cc1OC | 89
CC1=CC(=O)C2=C(C)CC[C@@H]3[C@H](OC(=O)[C@@H]3C)[C@@H]12 | 95
CC(C)C1(C2CCCC2)NC(=O)NC1=O (configuration not stated) | 107&64
Oc1cccc2ccc(-c3n[nH]c(=S)o3)nc12 | 88
CC1(C)N=C(N)NC(=NCCCOc2ccc([N+](=O)[O-])cc2)N1 | 105
CCCC(OC(C)=O)P(=O)(OCC)OCC (configuration not stated) | 109
O=C(NC1=NCC[Se]1)c1ccccc1O | 59
O=C(CSc1nc2ccccc2c(=O)[nH]1)c1ccc(-c2ccccc2)cc1 | 104
O=C(NCCN1CCOCC1)c1cncnc1Nc1ccc2c(ccn2Cc2cccc(F)c2)c1 | 124
COc1cc(-c2c(C#N)c(N)nn2C(=O)c2ccc(NC(=O)c3ccccn3)cc2)ccc1O | 98
Cc1[nH]c(=S)[nH]c(=O)c1S(=O)(=O)Nc1ccc(Cl)cc1 | 97
CC1(c2ccccc2)NC(=O)NC1=O (configuration not stated) | 104
CN(C)/C(N)=N/N=C(c1ccccn1)c1ccccn1 | 103
Cc1c(C(=O)NCc2ccccc2)sc2ncc(-c3ccc(Br)cc3)n12 | 113
Nc1ccc(Sc2ccc(N)cc2S(=O)(=O)O)c(S(=O)(=O)O)c1 | 96
CCOc1ccc(Nc2nnc(C(=O)c3c[nH]c4ccccc34)o2)cc1 | 100
N#CC1(c2ccc(Cl)cc2)CCCC1 | 88
CCCCCCCCCCCCCCCCOc1ccc(S(=O)(=O)NC2CCCCC2)cc1[N+](=O)[O-] | 96
Cc1cccc(N2C(=O)C3C(C2=O)C2(c4ccccc4)C(=O)C3(c3ccccc3)C(c3ccc4c(c3)OCO4)=C2c2ccc3c(c2)OCO3)c1 (configuration not stated) | 81
Cc1cccc(C)c1NC(=O)Cn1cc(CN2C(=O)c3ccccc3S2(=O)=O)nn1 | 94
CCCC(CC)N(c1ccc(OC)cc1)c1nc(-c2ccc(Br)cc2)cs1 (configuration not stated) | 100
The list goes on:
SMILES | HL-60(TB)
COc1cc2nc(Nc3cccc(Cl)c3)nc(N)c2cc1OC | 87
Oc1ccc2ccccc2c1 | 91&108
O=C1NC(=O)C2C3C(C(O)(c4ccccc4)c4ccccn4)=CC(/C3=C(\c3ccccc3)c3ccccn3)C12 (configuration not stated) | 99
CC(=O)Oc1ccc(C23c4ccccc4C2(OC(C)=O)c2cc(OC(C)=O)ccc23)cc1 (configuration not stated) | 12
Nc1ccc(Nc2ccc([N+](=O)[O-])c3nonc23)cc1 | 88
CN(C)c1c(-c2ccccc2)cc(-c2ccccc2)[nH]c1=O | 75
COc1ccc(-c2cc(-c3cc(OC)ccc3OC)nc(SCC(=O)c3ccc(Cl)cc3)c2C#N)cc1 | 112
Nc1cccc2cnccc12 | 93
CCOC(=O)/C(=C/O)c1c[nH]c2ccccc12 | 95
O=C(O)CCCCCCCCCCNC(=O)Nc1cccc(C(F)(F)F)c1 | 98
COc1ccc(-c2nn(C(=O)c3cc(OC)c(OC)c(OC)c3)c3cc(N)ccc23)cc1 | 5.7*
C=C(C)[C@@H]1CC[C@]2(C(=O)OC)CC[C@]3(C)[C@H](CC[C@@H]4[C@@]5(C)C/C(=C/NC(N)=S)C(=O)C(C)(C)[C@@H]5CC[C@]43C)[C@@H]12 | 95
O=[N+]([O-])c1ccc(S(=O)(=O)c2ccccc2)cc1 | 100
O=C(NC1CCCCC1)c1ccccc1Cl | 92
COc1cc(C2Nc3ccccc3-n3cccc32)cc(OC)c1OC (configuration not stated) | 102
Cc1cc([N+](=O)[O-])ccc1I | 54
O=C1NC(=O)C(=Cc2cccn2CCCCCCn2c3ccccc3c(=O)c3ccccc32)C(=O)N1 | 91
COc1ccccc1-c1c(-c2ccccc2)c[nH]c1C(=O)NCCO | 104
CC(C)(C)[Si](C)(C)OCC1OC(n2cnc3c(N)ncnc32)C(O)C1O (configuration not stated) | 101
CC(C)(C)OC(=O)COc1ccc([N+](=O)[O-])cc1Cl | 109
N#Cc1ccccc1C#N | 96
COc1ccc(C(=O)c2cc3c(N)c(C(=O)Nc4ccccc4)sc3nc2C)cc1 | -46*
COc1ccc(-c2cn(CCCCN3C(=O)C(=O)c4ccccc43)nn2)cc1 | 97
CC1(C)CC(=O)C2=C(C1)NC(=O)CC2 | 117
NNC(=O)c1cc(-c2ccccc2)nc2ccccc12 | 46&73
C=C(C)COc1ccc(Br)cc1 | 137
O=C1CC2(CCCCC2)Oc2cccnc21 | 99
COC(=O)[C@H]1Cc2c([nH]c3ccccc23)[C@@H](c2cccs2)N1 | 100
Cc1ccccc1C(O)(c1ccccc1)c1ccccc1 | 66
c1cnc2[nH]cc(-c3csc(-c4cn(CCCCN5CCOCC5)c5ccccc45)n3)c2c1 | -58*
C=CC[C@@]12Cc3ccccc3N[C@@H]1N(C)c1ccccc12 | 105
COc1cc(/C=C2\CN(C(=O)CCN3CCC(=NO)CC3)C/C(=C\c3cc(OC)c(OC)c(OC)c3)C2=O)cc(OC)c1OC | -28*
CCOc1c(OC)cc2c(c1OCC)C(=O)N[C@@H]1[C@@H](O)[C@@H](O)[C@H](O)C[C@@H]21 | 87
C1CCCCCc2c(-c3n[nH]c4c3CCCCCCCCCC4)n[nH]c2CCCC1 | 97
CCN(CC)c1ccc(Cc2ccc(N(CC)CC)c3cccnc23)c2ncccc12 | 83
COc1ccc(CCOc2cc3c(cc2OC)CCN(C(=O)NCc2cocn2)C3c2ccc(C)cc2C)cc1 (configuration not stated) | 5.9*
CC(c1cccs1)N(C)Cc1nc(N)c2ccccc2n1 (configuration not stated) | 93
COc1cccc(NC(=O)Cn2c(C)c(C#N)c3ccccc32)c1 | 77
COc1ccc(/C(C)=N/N=C(\C)c2ccc(OC)cc2)cc1 | 92
Cc1cc2c(-c3nc4ccccn4c3NC3CCCCC3)c(O)c(O)cc2c(O)c1-c1c(C)cc2c(-c3nc4ccccn4c3NC3CCCCC3)c(O)c(O)cc2c1O | 29
O=C(C[N+]12CN3CN(CN(C3)C1)C2)c1ccc2c(c1)CCCC2 | 102
C=C(C)P(=O)(OC(C)CCl)OC(C)CCl (configuration not stated) | 105

In the list so far, these contain an NH in an aromatic ring:
SMILES | HL-60(TB)
Cc1onc2c(-c3ccccc3)n[nH]c(=O)c12 | 90
O=C(N/N=C/c1ccc(Cl)s1)c1[nH]c2ccc(Br)cc2c1-c1ccccc1 | -44*
O=c1[nH]c2ccc(Cl)cc2cc1CSc1ccc(Nc2nccc(-c3ccc4c(c3)OCO4)n2)cc1 | 91
Cc1nc2[nH]c(=S)[nH]c2c(=O)[nH]1 | 95
COc1ccc([C@@H]2c3[nH]c4ccccc4c3C[C@H]3C(=O)N(C4CCN(CC5CCCCC5)CC4)CC(=O)N23)c(OC)c1 | 48
O=C1CCCN1C1CCN(Cc2cc3ccccc3[nH]c2=O)c2ccc(Cl)cc21 (configuration not stated) | 87
COC(=O)Nc1nc2ccc(C(=O)c3ccc(N(C)C4COC4)cc3)cc2[nH]1 | -29*
COc1cc(-c2[nH]nc3c2C(c2cn[nH]c2-c2ccc(F)cc2)C(C#N)=C(N)O3)cc(OC)c1OC (configuration not stated) | 105
Oc1cccc2ccc(-c3n[nH]c(=S)o3)nc12 | 88
O=C(CSc1nc2ccccc2c(=O)[nH]1)c1ccc(-c2ccccc2)cc1 | 104
Cc1[nH]c(=S)[nH]c(=O)c1S(=O)(=O)Nc1ccc(Cl)cc1 | 97
CCOc1ccc(Nc2nnc(C(=O)c3c[nH]c4ccccc34)o2)cc1 | 100
CN(C)c1c(-c2ccccc2)cc(-c2ccccc2)[nH]c1=O | 75
CCOC(=O)/C(=C/O)c1c[nH]c2ccccc12 | 95
COc1ccccc1-c1c(-c2ccccc2)c[nH]c1C(=O)NCCO | 104
COC(=O)[C@H]1Cc2c([nH]c3ccccc23)[C@@H](c2cccs2)N1 | 100
c1cnc2[nH]cc(-c3csc(-c4cn(CCCCN5CCOCC5)c5ccccc45)n3)c2c1 | -58*
C1CCCCCc2c(-c3n[nH]c4c3CCCCCCCCCC4)n[nH]c2CCCC1 | 97
